Screening data from PubChem.
Insulin prom up: insulin promoter activators in MIN6 cells, imaging, high-content screening, mouse beta cells; MIN6 insulin promoter-GFP reporter; hits give high values; 190,000 tested, 0.3% active; z-score at 5 µM; AID 1625, 2009;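 active = z-score above 3 at 5 µM with at least 500 cells counted in the well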
P. falciparum M1AAP: P. falciparum M1AAP inhibitors, biochemical, fluorogenic H-Leu-NHMec substrate, 1536-well (AID 1445). recombinant M1AAP, H-Leu-NHMec fluorogenic kinetic assay; higher % means a stronger effect. 220,000 tested, 0.42% active. inhibition, % at 30 µM, or IC50 in µM where a hit was titrated. Aminopeptidase N (Plasmodium falciparum (isolate 3D7));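 active = primary inhibition above the hit cutoff, then over 50% inhibition at one or more dose response concentrations, cut at about 23% in these data, passing the limit was not always enough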;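 note: plate controls were DMSO full reaction for no effect and no enzyme background for full effect; strong numbers were not always called active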
K1F lysis inhibition: inhibition of K1F phage lysis, E. coli UTI89, bacterial capsule biogenesis inhibitors, alamar blue (AID 488966); E. coli UTI89 K1F phage lysis, alamar blue, 2 h; higher % means a stronger effect; inhibition, % at 100 µM; hits with a dose series show IC50 in µM; 340,000 tested, 0.02% active;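 active = phage lysis inhibition, versus mean bacterial control, above a set limit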;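 note: capsule biogenesis inhibitors block K1F phage lysis so surviving cells raise fluorescence; higher fluorescence means more inhibition of phage lysis; actives were called in the ten point dose series up to 300 µM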
P. falciparum M17LAP: P. falciparum M17LAP inhibitors, primary screen, biochemical, fluorogenic H-Leu-NHMec substrate, 1536-well (AID 1619) | recombinant M17LAP, H-Leu-NHMec fluorogenic kinetic assay; higher % means a stronger effect | one-dose inhibition, % at 30 µM; IC50 in µM for titrated hits | 220,000 tested, 0.38% active;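 active = compound inhibiting the enzyme by more than half at any dose during confirmatory dose-response retesting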;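 note: plate controls were full reaction with DMSO carrier for no effect and no enzyme background for full effect; strong numbers were not always called active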
Dynein transport: inhibitors of GR-EGFP nuclear translocation, primary screen, dynein cargo transport inhibitor project, imaging, high-content, 3617.4 mouse cells; test concentration mostly 20 µM; stimulated with dexamethasone, 1 µM; hits give low values; z-score, hits read low; 220,000 tested, 0.47% active;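 active = plate z-score of nuclear minus cytoplasmic receptor signal below a set negative limit, without overly bright fluorescence or cell loss, cut at about -3.5 in these data, passing the limit was not always enough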;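 note: z-score of nuclear minus cytoplasmic ring GR-EGFP intensity difference per well; some compounds called inactive have numbers as strong as hits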
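Buffer or medium – tet-free medium with charcoal-stripped serum · Signal – automated 10x imaging of fixed Hoechst-stained cells · Also added – dexamethasone agonist, 1.0 µM final, for 30 min · Incubation – induction 48 h, compound 1 h, agonist 30 min · Read-out – GR-EGFP nuclear translocation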
b-catenin transl: modulators of beta-catenin nuclear translocation, primary screen, imaging, HeLa cells, immunofluorescence, high-content; nuclear translocation activity, % at 5 µM; 190,000 tested, 0.3% active; AID 1665, 2009;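 active = nuclear translocation activity above 50% at 5 µM, with a well cell count of 50 or more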;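 note: per-cell ratio of nuclear to cytoplasmic median beta-catenin stain intensity; plate controls were DMSO negative control for no effect and GSK-3 inhibitor IX positive control for full effect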
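System: Human HeLa cells, endogenous beta-catenin | Compound dosing: 5 µM primary, 0.02–20 µM confirmation | Timing: 24 h compound exposure at 37°C, 5% CO2 | Measured by: Fluorescence imaging of beta-catenin antibody stain plus DAPI | Read-out basis: % activation of per-cell nuclear versus cytoplasmic median beta-catenin signal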
Autophagy mod: autophagy modulators in MEF cells, primary screen, imaging, high-content, MEF GFP-LC3 | 190,000 tested, 0.98% active | calls only at 10 µM (by protocol) | AID 463193, 2010 | MEF GFP-LC3 puncta imaging; test concentration mostly 10 µM;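 active = percentage of spot-positive cells more than 3 SD above its plate mean, without a fluorescence outlier flag or 80% toxicity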;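 note: spot-positive cell cutoff set from DMSO-treated cells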
ER stress rescue: rescue of cells from ER stress-induced death, primary screen, 384-well, CSM14.1, thapsigargin, ATP luminescence (AID 1222); CSM14.1 thapsigargin-induced death rescue, ATP luminescence; higher % means a stronger effect; cellular ATP content (survival), % at 20 µM; hits with a dose series show EC50 in µM; 190,000 tested, under 10 active;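 active = EC50 below 50 µM in the dose-response confirmation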;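 note: death triggered by thapsigargin at about 15 µM added after 2 h compound pretreatment; cell ATP read after overnight thapsigargin exposure of roughly 18 to 22 hours; normalized against plate controls of thapsigargin alone and 5% DMSO vehicle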
MT stabilize HCS: microtubule stabilizers in HeLa cells, primary screen, imaging, high-content imaging; HeLa tubulin immunostaining HCS, 24 h; share of cells brighter than vehicle mean+2SD; % tubulin-high responders, % at 10 µM; 200,000 tested, 0.83% active;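 active = plate Z-score above 3 for both tubulin-high and condensed-nucleus cell shares, with cell loss under 80%, at 10 µM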;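 note: anti alpha tubulin signal scored within the nucleus-defined area of each cell; some results filed as inactive read as strong as hits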
Dynein transport cytoplasmic EGFP: also measured in Dynein transport; calls as there; z-score; measured here: cytoplasmic GR-EGFP intensity; hits give high values
Dynein transport nuclear GR-EGFP: further read-out of Dynein transport, marked with its call; z-score; measured here: nuclear GR-EGFP intensity;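 lower value marks the stronger effect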
Dynein transport cell count: also measured in Dynein transport; calls as there; z-score; measured here: cell count per field
Insulin prom up cell count: further read-out of Insulin prom up, marked with its call; cell count; measured here: cytotoxicity, nuclei count;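 total cells summed across four imaged fields per well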
b-catenin transl cell count 5 µM: second read-out of b-catenin transl, no call of its own (marks repeat the call); cell count; measured here: cell count, cytotoxicity flag
MT stabilize HCS Hoechst-high %: recorded beside MT stabilize HCS, whose call it bears; % Hoechst-high responders; measured here: nuclear condensation Hoechst responders;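 share of cells brighter than vehicle mean plus two SD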
MT stabilize HCS cytotoxicity %: further read-out of MT stabilize HCS, marked with its call; toxicity, %; measured here: cytotoxicity by cell density;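 0% = mean cell density of plate MIN control wells and 100% = no cells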
Autophagy mod cell loss 18 h: recorded beside Autophagy mod, whose call it bears; toxicity, %; measured here: cell loss, nuclei count;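 cell loss after 18 h compound exposure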
Starred values were filed as active, the others as inactive; i = inactive; x = not tested or not shown; [ ] = dose if it differs, or a comment.

Each structure is followed by: Insulin prom up	Insulin prom up cell count	P. falciparum M1AAP	K1F lysis inhibition	P. falciparum M17LAP	Dynein transport	Dynein transport cytoplasmic EGFP	Dynein transport nuclear GR-EGFP	Dynein transport cell count	b-catenin transl	b-catenin transl cell count 5 µM	Autophagy mod	Autophagy mod cell loss 18 h	ER stress rescue	MT stabilize HCS	MT stabilize HCS Hoechst-high %	MT stabilize HCS cytotoxicity %
> Cc1cc(NC(=O)c2coc(=O)c(Br)c2)ccc1C(C)C
 : x	x	3%	x	-6%	-5.4*	0.87*	-2.3*	-0.18*	-0.8	935	x	x	x	x	x	x
> O=C(COc1ccccc1)Nc1ccccc1Oc1ccccc1
 : x	x	-2%	1.3%	16%	-0.17	-0.25	-0.074	-0.33	0.5	974	i	-7	-2.7%	2.7	2.7	3.7
> O=C(Nc1ccc2oc(-c3ccccc3F)nc2c1)c1ccc2c(c1)OCCO2
 : -0.17	1450	4%	0.9%	-5%	0.65	-0.26	0.37	0.11	2.0	1376	i	-11	0.1%	5.0	5.7	7.2
> O=C(/C=C/c1ccccc1)NC(NC(=S)Nc1cc(Cl)ccc1Cl)C(Cl)(Cl)Cl (stereo unspecified)
 : 0.17	1371	-4%	0.0%	-6%	-0.34	-0.011	-0.17	0.018	1.1	1346	i	6	-1.3%	2.1	0.7	15
> COc1ccc(S(=O)(=O)N2CCOCC2)cc1NC(=O)CN(C)Cc1c(F)cccc1Cl
 : 0.3	1714	4%	-0.1%	5%	-1.1	-0.24	-0.73	1.2	-2.4	992	i	-6	-0.8%	2.5	4.0	2.9
> CCOc1ccc(N2C(=O)CC(Sc3nc4ccc(OCC)cc4s3)C2=O)cc1 (stereo unspecified)
 : x	x	x	2.4%	x	-0.36	-0.061	-0.025	-0.25	x	x	i	-4	x	1.4	1.7	2.5
> COc1ccccc1S(=O)(=O)Cc1ccc(C(=O)NCc2cccnc2)o1
 : 0.23	970	2%	2.0%	-4%	0.027	-0.22	0.056	-0.19	x	x	i	4	0.6%	5.0	2.0	5.2
> N#C/C(=C\c1ccc([N+](=O)[O-])cc1)c1ccccn1
 : 0.22	1279	4%	-0.2%	16%	-0.33	-0.31	-0.036	1.5	-0.4	1092	i	7	-1.3%	2.2	1.5	5.0
> Cc1csc2ncc(C(=O)Nc3ccc4c(c3)OCCO4)c(=O)n12
 : -0.03	1305	x	0.5%	x	x	x	x	x	0.1	1006	x	x	-3.4%	x	x	x
> CCN(CC(=O)NC1CCS(=O)(=O)C1)S(=O)(=O)c1ccc(F)cc1 (stereo unspecified)
 : 0.7	1334	-5%	2.6%	6%	2.3	-0.14	1.3	-1.7	-0.8	990	i	-8	-1.1%	2.8	1.3	1.2
> Clc1ccc2nc(-c3ccc4c(c3)OCO4)cn2c1
 : -0.78	1390	-3%	0.3%	-1%	0.0077	-0.0046	0.2	-0.79	15	867	i	26	-3.2%	4.5	3.9	4.8
> CCN1CCN(C(=O)/C(C#N)=C/c2ccc(OC(F)F)cc2)CC1
 : 0.07	1290	-6%	-0.2%	9%	1.7	-0.067	1.1	-1.6	-1.3	1071	i	0	-0.8%	4.1	1.6	0.9
> CCCCn1c(NC(=O)CC)c(C#N)c2nc3ccccc3nc21
 : 1.1	1110	8%	0.2%	-18%	1.3	0.075	0.6	0.1	x	x	i	-1	x	2.4	3.4	4.2
> Cc1cc(C)n2nc(/C(C#N)=C/c3ccccc3)c(C#N)c2n1
 : 0.55	1384	13%	-0.3%	-10%	-1.1	0.33	-0.54	0.96	-0.8	1452	i	1	-1.0%	1.1	1.4	8.4
> C(#CCN1CCCC1)CC(c1ccccc1)c1ccccc1
 : -0.7	1474	6%	2.3%	-5%	0.65	-0.25	0.77	-0.27	-0.7	1041	i	1	-3.9%	2.4	1.0	5.6
> Brc1cccc(CSc2nnc(-c3ccncc3)o2)c1
 : -0.25	1232	6%	6.9%	0%	-0.84	-0.17	-0.3	0.51	0.5	1092	i	5	0.0%	0.9	1.1	5.2
> N#C/C(=C\c1ccc([N+](=O)[O-])cc1)C(=O)Nc1ccccc1O
 : -0.12	1448	7%	0.5%[50 µM]	5%	0.18	-0.23	0.2	0.26	-0.5	1122	i	4	0.2%	1.4	1.1	7.1
> CCNS(=O)(=O)c1ccc(S(=O)(=O)N(Cc2ccccn2)C2CCCCC2)cc1
 : 0.1	1668	4%	2.5%	-3%	-0.32	-0.15	-0.13	1.4	-0.6	1092	i	28	-2.0%	4.4	1.8	6.4
> COC(C(=O)Nc1ccc(S(=O)(=O)Nc2ccc(F)cc2)cc1)c1ccccc1 (stereo unspecified)
 : 0.3	1574	0%	2.9%	-2%	0.76	-0.22	0.13	-0.41	-1.0	1181	i	5	-1.1%	6.5	1.7	6.9
> Cc1[nH]cnc1CSCCN
 : -0.59	614	6%	0.6%	-13%	-0.91	-0.094	-0.45	1.3	-4.3	1148	i	4	-1.5%	2.4	6.1	7.5

Next compounds.
Each structure is followed by: Insulin prom up	Insulin prom up cell count	P. falciparum M1AAP	K1F lysis inhibition	P. falciparum M17LAP	Dynein transport	Dynein transport cytoplasmic EGFP	Dynein transport nuclear GR-EGFP	Dynein transport cell count	b-catenin transl	b-catenin transl cell count 5 µM	Autophagy mod	Autophagy mod cell loss 18 h	ER stress rescue	MT stabilize HCS	MT stabilize HCS Hoechst-high %	MT stabilize HCS cytotoxicity %
> O=C(Nc1ccc(F)cc1)C1CCN(C(=O)c2ccc([N+](=O)[O-])cc2)CC1
 : -0.13	1532	10%	-0.3%	6%	-0.91	0.21	-0.32	0.23	-4.3	960	i	-2	-1.3%	1.9	1.2	25
> O=C(Nc1cccc(-c2nc3ccccc3s2)c1)c1cc(-n2cnnc2)ccc1Cl
 : -1.6	1260	1%	-0.9%	0%	0.096	-0.22	0.67	0.28	-1.5	1456	i	17	-2.4%	2.7	2.6	11
> COc1ccccc1Nc1nc(N)nc(CN2CCc3ccccc3C2)n1
 : -0.86	1079	1%	2.0%	3%	0.17	-0.23	0.064	0.14	-0.7	1163	i	-3	1.0%	6.2	2.5	5.0
> O=C(NCc1ccccc1)c1cc(S(=O)(=O)N2CCOCC2)ccc1F
 : 0.35	1204	-1%	-0.1%	-2%	1.1	-0.11	1	0.23	2.5	1226	i	-7	-0.2%	5.0	2.2	8.5
> O=c1[nH]c(CSc2ncnc3sc(-c4ccccc4)cc23)nc2ccccc12
 : 1.1	1399	14%	-0.2%	-1%	-0.11	-0.16	-0.026	0.34	2.4	1103	x	x	x	x	x	x
> CN(C)CCN1C(=O)C(O)=C(C(=O)c2cc3ccccc3o2)C1c1ccccn1 (stereo unspecified)
 : 0.82	1395	7%	x	17%	2	-0.047	1.2	-2.3	-2.2	1428	i	-1	-0.9%	2.6	1.8	9.9
> Cc1sc(NC(=O)C2C3CCC(O3)C2C(=O)O)nc1-c1ccc(CC(C)C)cc1 (stereo unspecified)
 : 0.6	1429	0%	-0.8%	7%	0.81	-0.21	0.46	-0.49	-0.3	1009	i	4	-1.2%	8.1	1.2	3.4
> Clc1ccccc1-c1nnc2n1CCCCC2
 : 0.26	1175	2%	-0.6%	-2%	-0.29	-0.28	-0.55	0.26	0.4	1336	x	x	x	x	x	x
> COC(=O)CSc1nc2ncccc2[nH]1
 : 1	877	1%	0.0%	2%	-0.89	-0.14	-0.35	0.43	-4.1	1218	i	-11	-4.1%	1.2	2.1	7.2
> Cc1cc(C)cc(N(CC(=O)NCC2CCCO2)S(=O)(=O)c2c(C)noc2C)c1 (stereo unspecified)
 : 0.27	894	6%	0.6%	5%	1.8	0.06	1.4	-1.2	x	x	i	6	-1.0%	3.3	2.7	4.9
> CCOc1cc(C#N)c(NC(=O)Cn2nnc3ccccc32)cc1OCC
 : 0.67	1518	1%	0.0%	9%	-0.98	-0.2	-0.32	0.49	3.7	1459	i	-2	0.1%	4.7	3.6	10
> COc1ccc(CNCc2c(C(=O)N(C)C)nc3ccc(Cl)cn23)c(OC)c1
 : x	x	-1%	0.0%	-14%	-0.23	-0.14	-0.12	-0.79	0.0	908	i	3	-1.6%	1.5	1.4	2.0
